ZTA counter: blocks Epstein-Barr virus ZTA, an EBNA-1 counter-screen; ZTA-DNA binding, fluorescence polarization; inhibition, % at 11 µM; actives 0.15% (n = 320,000); in the data active = inhibition above about 33%
MEX-5 binding: MEX-5 zinc finger RNA-binding disruptors – biochemical, C. elegans, fluorescence polarization, MLPCN library, primary screen | Zinc finger protein mex-5 (Caenorhabditis elegans), Q9XUB2 | MEX-5/FITC-TCR2 RNA binding; active compounds read low | activity score (negative = inhibition of binding), % at 10 µM | actives 0.38% (n = 300,000) | AID 1832, 2009;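 active = inhibition past about -25% in most replicates, and total fluorescence under double the plate's negative control median, limit read from the data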;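 note: 0% = DMSO and -100% = 5 µM competing unlabeled TCR2 RNA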
Target sequence (Q9XUB2 whole entry, looked up): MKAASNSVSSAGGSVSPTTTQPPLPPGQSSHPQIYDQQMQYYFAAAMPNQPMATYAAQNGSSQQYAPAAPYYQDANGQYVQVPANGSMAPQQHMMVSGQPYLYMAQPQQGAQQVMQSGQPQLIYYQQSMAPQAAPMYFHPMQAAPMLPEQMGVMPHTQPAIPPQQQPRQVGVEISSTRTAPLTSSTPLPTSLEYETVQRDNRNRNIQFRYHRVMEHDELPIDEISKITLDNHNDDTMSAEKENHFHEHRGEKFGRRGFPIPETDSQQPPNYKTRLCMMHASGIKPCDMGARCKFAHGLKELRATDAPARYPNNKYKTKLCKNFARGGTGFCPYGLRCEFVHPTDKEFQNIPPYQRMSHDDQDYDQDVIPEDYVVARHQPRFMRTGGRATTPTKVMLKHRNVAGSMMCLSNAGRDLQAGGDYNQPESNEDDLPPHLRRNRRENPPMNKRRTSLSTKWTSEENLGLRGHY
CR mimetic SO: reduction of superoxide in aged yeast, primary screen, HTS. S. cerevisiae aged cells, superoxide DHE fluorescence; active compounds read low. superoxide response (% of plate mean), % at 10 µM. actives 0.18% (n = 330,000);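 active = superoxide response under a set limit, about three screen SD below normal, cut at about 65% in these data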;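 note: yeast aged for seven days with compound at 30 °C before DHE staining; 100% = average MFI of all compound-treated wells on the plate with controls excluded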
Fam108B inh: mouse Fam108B serine hydrolase inhibitors, primary screen, counter-screen for RBBP9 inhibitor project, biochemical, fluorescence polarization; recombinant Fam108B, FP-Rh probe fluorescence polarization; inhibition, % at 9.51 µM; actives 0.33% (n = 300,000);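 active = inhibition above the screen mean inhibition plus 3 SD, computed separately per campaign, cut at about 18% in these data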;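 note: inhibitors lower polarization as less probe binds the enzyme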
GLD-1 RNA inh: GLD-1/TGE RNA complex disruptors, primary screen, biochemical, fluorescence polarization. purified GLD-1 + fluorescein TGE RNA. actives 0.44% (n = 320,000). AID 2280, 2010. inhibition, % at 5.96 µM;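 active = percent inhibition above a per-plate cutoff, the plate mean of test compounds plus 3 SD, cut at about 30% in these data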;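 note: 0% = DMSO wells with GLD-1 and probe and 100% = wells lacking GLD-1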
BCLXL inh: inhibitors of human Bcl-xL, primary screen, biochemical, fluorescence polarization, HTS; Bcl-2-like protein 1 (Homo sapiens), Q07817; AID 2129, 2009; GST-Bcl-xL / FITC-Bim BH3 peptide fluorescence polarization; inhibition, % at 10.9 µM; actives 0.7% (n = 320,000);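 active = inhibition above the mean of all tested compounds plus 3 SD, cutoff set per campaign, cut at about 30% in these data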;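 note: 0% = DMSO wells and 100% = unlabeled Bim-BH3 peptide competitor; inhibitors lower millipolarization by displacing the labeled peptide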
EBNA-1 inh: EBNA-1 DNA-binding inhibitors, primary screen, biochemical, fluorescence polarization | inhibition, % at 14.8 µM | actives 0.34% (n = 300,000) | AID 1950, 2009; in the data active = inhibition above about 28%
MCL1 BIM primary: inhibitors of MCL1 binding to BIM-BH3, primary screen, biochemical, fluorescence polarization. Induced myeloid leukemia cell differentiation protein Mcl-1 (Homo sapiens), Q07820. GST-MCL1 / FITC-Bim-BH3 fluorescence polarization. inhibition, % at 10.9 µM. actives 0.68% (n = 320,000). AID 2057, 2009;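 active = inhibition above the mean inhibition of all tested compounds plus 3 SD, set per campaign, cut at about 40% in these data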;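 note: 0% = DMSO wells and 100% = unlabeled Bim-BH3 peptide control; higher means more loss of mP so more displacement of Bim peptide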
Target sequence (Q07820 whole entry, looked up): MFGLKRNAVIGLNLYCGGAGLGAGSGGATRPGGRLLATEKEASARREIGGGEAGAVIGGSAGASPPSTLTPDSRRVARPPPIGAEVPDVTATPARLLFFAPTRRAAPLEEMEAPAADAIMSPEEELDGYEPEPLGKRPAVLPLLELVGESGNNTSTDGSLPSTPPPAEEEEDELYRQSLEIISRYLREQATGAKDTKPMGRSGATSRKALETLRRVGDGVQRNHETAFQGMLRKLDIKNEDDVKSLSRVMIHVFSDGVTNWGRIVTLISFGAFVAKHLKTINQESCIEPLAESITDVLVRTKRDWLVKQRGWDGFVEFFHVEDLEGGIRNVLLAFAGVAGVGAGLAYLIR
Efflux pump mplx: inhibitors of Candida efflux pumps in yeast, primary screen, S. cerevisiae, Nile Red, multiplex | S. cerevisiae Candida pump triplex | actives 0.44% (n = 330,000) | AID 485275, 2010 | inhibition, % at 10 µM;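 active = plate passing quality check with inhibition over a set limit, or well fluorescence over plate mean plus 4 SD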;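 note: Nile Red retained in pooled yeast measured as flow cytometry median fluorescence; 0% = buffer negative control and 100% = Enniatin B positive control; higher means more Nile Red kept so more efflux inhibition; some compounds called inactive have numbers as strong as hits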
* hit, by the source's call; · = no result given. An unsorted share of the library; about 2.3% have a hit in one of these screens.

Values in the order: ZTA counter	MEX-5 binding	CR mimetic SO	Fam108B inh	GLD-1 RNA inh	BCLXL inh	EBNA-1 inh	MCL1 BIM primary	Efflux pump mplx
#1 CS(=O)(=O)N(CC(=O)NCC1CCCO1)c1ccc(Cl)c(Cl)c1 (centres undefined)
  -6	-2.2	95	4	3	2	10	-4	-0.1
#2 Cc1cccc(NC(=S)NC23CN4CN(CN(C4)C2)C3)c1C
  -6	0.9	95	0	0	-1	-10	-1	0.1
#3 CC(NS(=O)(=O)c1ccccc1)C(c1cccs1)N1CCN(C)CC1 (centres undefined)
  -4	-0.5	112	0	-2	-2	6	8	0.1
#4 O=C(Cc1n[nH]c(=O)c2ccccc12)OCC(=O)c1ccc(F)c(F)c1
  9	-0.8	112	-3	-2	1	2	-6	0.2
#5 Cc1cnc(C(=O)Nc2nnc(C)s2)cn1
  -1	-4.0	116	-5	-6	0	6	-2	0.1
#6 COC(=O)C1=C(C)N(c2ccc(Br)cc2)C(=O)/C1=C\c1ccco1
  3	3.1	103	-1	5	5	-2	-5	-0.1
#7 Cc1ccc(SCC(=O)NCc2ccncc2)cc1
  -4	2.0	90	-4	3	4	-1	7	0.1
#8 CSc1ccccc1NC(=O)c1cc(Cl)sc1Cl
  8	-0.6	103	-2	3	3	-4	-5	-0.1
#9 O=C(CN1CCOCC1)NCc1ccccc1
  4	2.1	90	-2	8	-1	8	0	-0.1
#10 CNC(=S)N=Nc1c(O)[nH]c2ccc(C(C)C)cc12
  14	-2.4	98	2	8	1	-2	4	-0.1
#11 O=C(COC(=O)c1cc([N+](=O)[O-])ccc1NCCO)Nc1cccc(S(=O)(=O)N2CCCC2)c1
  6	-0.8	89	-1	6	5	6	-1	-0.1
#12 CCOc1ccccc1NC(=S)N1CCN(c2nc(-c3ccc(F)cc3)cs2)CC1
  12	0.8	96	-1	-3	2	1	3	0.2
#13 CN(C)c1cccc(C(=O)NCC2CCCO2)c1 (centres undefined)
  -1	-1.3	109	6	3	7	-3	15	0.0
#14 CCn1cc(C(=O)NC2CCCCC2C)c(=O)c2ccc(C)nc21 (centres undefined)
  7	0.5	151	-4	6	4	-1	4	0.0
#15 COc1ccc(OC)c(NC(=O)c2c3c(nc4ccccc24)CCC3)c1
  10	-2.3	90	3	2	0	5	1	-0.1
#16 COC(=O)CSc1nnc(SCc2ccc(OC)cc2)s1
  -1	-0.6	104	7	-2	-7	-2	-3	1.0
#17 C=CCn1c(SC(C)C(=O)NCCC2=CCCCC2)nc2ccccc2c1=O (centres undefined)
  -9	1.9	95	-3	6	5	-1	6	0.1
#18 CCN(CC)S(=O)(=O)c1ccc(-c2nnc(SCc3nnc(-c4ccc(C)cc4)o3)n2CC)cc1
  -7	1.7	106	9	8	2	8	5	0.0
#19 CCOC(=O)C1=C(N)Oc2cc(O)ccc2C1c1cccnc1 (centres undefined)
  -11	-1.9	103	-3	15	8	-7	7	0.0
#20 CCOc1ccc2nc(NC(=O)c3cc([N+](=O)[O-])ccc3N3CCOCC3)sc2c1
  9	2.4	105	-4	2	4	3	5	-1.1
#21 O=C(CSc1nnc(-c2ccccc2)o1)NC1CCCCC1
  12	-0.5	95	-2	2	3	2	-3	0.1
#22 CCCCOc1ccc(C(C)NC(=O)CCS(=O)(=O)Cc2ccc(C)cc2)cc1 (centres undefined)
  6	-2.9	117	0	5	3	6	1	0.0
#23 Cc1ccc(Cl)cc1N1CCN(C(=O)Cc2ccc(-n3c(=O)[nH]c4ccsc4c3=O)cc2)CC1
  -8	1.7	122	6	1	4	7	2	0.0
#24 CC(=O)Oc1ccc(Nc2ccccc2)cc1
  26	-1.0	50*	-2	-2	4	-12	13	1.9
#25 CCCN(CCC)c1ncnc2c1cnn2-c1ccc(OC)cc1
  -5	0.0	86	0	5	3	11	3	0.0
#26 CCOC(=O)Cc1csc(NC(=O)CSc2ncnc3c2cnn3-c2ccc(OC)cc2)n1
  -1	-4.9	92	0	5	2	-2	1	0.0
#27 CCCCNc1nc2c(S(=O)(=O)c3ccccc3)nnn2c2ccccc12
  -6	-1.1	97	-12	-3	5	3	-3	0.3
#28 COc1ccc(C2CC(=O)C3=C(C2)NC(C)=C(C(=O)Nc2ccccc2C)C3c2coc3ccc(C)cc3c2=O)cc1OC (centres undefined)
  9	·	100	-5	-2	-4	-14	-6	0.2
#29 Cc1cc(C)n(C(=O)c2ccc(C)o2)n1
  -13	0.6	97	3	2	4	4	1	0.0
#30 Cc1cccc(N2CCN(CC(=O)NCC3CCCCC3)CC2)c1C
  -15	-1.1	104	1	-4	5	-1	4	0.2
#31 COc1ccc(S(=O)(=O)NCC(c2cccnc2)N2CCN(Cc3ccccc3)CC2)cc1C (centres undefined)
  0	-6.1	94	1	4	1	11	-2	0.0
#32 CCCCCCCCCCCC(=O)NC(C(=O)O)C(O)c1ccccc1 (centres undefined)
  -7	-0.7	114	-2	6	4	-8	7	0.2
#33 Cc1ccc(S(=O)(=O)N2CCCCC2)cc1C(=O)N1CCCC1
  -12	0.9	90	-1	-1	3	10	1	0.1
#34 O=[N+]([O-])c1cc(C(F)(F)F)ccc1N1CCC(O)CC1
  -2	0.4	97	1	2	-1	-4	0	0.1
#35 Cc1ccc(C)c(OCCC(=O)OCC(=O)c2c(N)n(C)c(=O)n(C)c2=O)c1
  -1	-0.6	105	-3	13	-1	-7	0	0.0
#36 CC(C)C(=O)Nc1ccc(C(=O)Nc2ccc(Br)cc2F)cc1
  3	0.0	104	0	8	8	-7	6	0.1
#37 CC(NC(=O)COC(=O)Cc1ccsc1)C1CC2CCC1C2 (centres undefined)
  -2	0.2	109	1	-2	-1	-8	-3	0.3
#38 COc1cc(C(=O)Oc2ccc(Br)cc2C(=S)N2CCOCC2)cc(OC)c1OC
  -11	-3.2	107	-1	9	-1	-8	-3	-0.1
#39 Cc1[nH]c(=O)c(C#N)c2c1COC(C)(C)C2
  -3	2.8	98	0	3	0	8	1	0.0
#40 CCOC(=O)C1CCCN(C(=O)c2ccc(CS(=O)(=O)c3ccc(Br)cc3)o2)C1 (centres undefined)
  1	-1.0	111	-4	-9	-1	-7	-4	0.3
#41 Cn1c(=O)n(C)c2cc(S(=O)(=O)N3CCN(c4ccccc4)CC3)ccc21
  -11	-2.9	90	1	6	6	-2	12	-0.1
#42 CCCC(=O)N(Cc1cc2cccc(C)c2[nH]c1=O)c1ccccc1OC
  4	1.9	101	-5	-5	2	-15	-5	0.0
#43 COc1cc(CNC(=O)CCCC/C=C/C(C)C)ccc1O
  -15	·	93	-5	4	11	-4	13	0.1
#44 CC(NC(=O)Nc1ccccc1O)(C(F)(F)F)C(F)(F)F
  0	3.3	101	3	-4	-6	3	-11	0.0
#45 Cc1ccc(CNC(=O)CN2C(=O)NC3(CC(C)CC(C)(C)C3)C2=O)cc1 (centres undefined)
  10	·	88	·	-2	2	·	6	0.0
#46 CCOC(=O)/C(=C/c1ccc(OC(=O)c2ccncc2)cc1)C(C)=O
  -2	0.8	103	-1	0	-19	-7	-11	0.2
#47 Cc1[nH]n(-c2ccc([N+](=O)[O-])cc2)c(=O)c1C=NCCN1CCN(C(=O)c2ccccc2)CC1
  0	-3.6	99	0	-1	7	-3	8	0.4
#48 O=C(Nc1ncc([N+](=O)[O-])s1)C1CC(=O)N(c2ccc(F)cc2)C1 (centres undefined)
  1	-0.6	117	2	-1	4	-13	3	-0.2
#49 Cc1cc(C)c2[nH]c(=O)c(C(c3nnnn3C(C)(C)C)N(Cc3ccco3)CC3CCCO3)cc2c1 (centres undefined)
  3	-1.7	87	6	1	2	-4	3	0.0
#50 Cc1nonc1OCCNc1ccc([N+](=O)[O-])cc1
  -9	0.8	105	0	0	7	-13	4	-0.6
#51 CCOC(=O)C1=C(CS(=O)(=O)c2ccc(C)cc2)NC(=O)NC1c1cc(OC)c(O)c(OC)c1 (centres undefined)
  -3	-0.5	91	-4	8	4	4	2	-0.1
#52 Cn1ncc(Cl)c1C(=O)NCc1ccc(Cl)cc1
  9	-2.0	90	7	3	3	-1	-1	0.2
#53 Cc1c(CCOC(=O)c2cc([N+](=O)[O-])cc([N+](=O)[O-])c2)sc[n+]1CC(=O)c1ccccc1
  -1	0.3	119	3	-1	5	-1	8	-0.2
#54 CCCn1c(-c2ccccc2)cc(SC)c(C#N)c1=O
  -5	0.1	98	-3	3	3	6	2	0.3
#55 CN(Cc1nc2ccc(F)cc2[nH]1)C(=O)C1CCC(=O)N(C2CC2)C1 (centres undefined)
  -8	-0.4	101	-2	2	5	12	8	0.1
#56 COc1ccc2oc(C(=O)OC(C)C(=O)NCc3ccccc3)c(C)c2c1 (centres undefined)
  3	-0.5	118	-2	0	-8	0	44*	-0.1
#57 CC(NC(=O)c1cccnc1)C(c1cccs1)N1CCOCC1 (centres undefined)
  14	-2.2	87	2	14	3	15	2	1.3
#58 Cc1nn(CC(=O)Nc2c(F)cc(F)cc2Br)c(=O)c2cccn12
  -13	-1.2	87	0	4	6	-1	3	0.4
#59 COC1CCN(Cc2cn(Cc3ccccc3)nc2-c2cc3ccccc3o2)CC1
  -14	-0.2	101	0	-6	0	5	1	-0.1

2 of the compounds above, field by field.
50) Cc1nonc1OCCNc1ccc([N+](=O)[O-])cc1
  ZTA counter: -9
  MEX-5 binding: 0.8
  CR mimetic SO: 105
  Fam108B inh: 0
  GLD-1 RNA inh: 0
  BCLXL inh: 7
  EBNA-1 inh: -13
  MCL1 BIM primary: 4
  Efflux pump mplx: -0.6
51) CCOC(=O)C1=C(CS(=O)(=O)c2ccc(C)cc2)NC(=O)NC1c1cc(OC)c(O)c(OC)c1 (centres undefined)
  ZTA counter: -3
  MEX-5 binding: -0.5
  CR mimetic SO: 91
  Fam108B inh: -4
  GLD-1 RNA inh: 8
  BCLXL inh: 4
  EBNA-1 inh: 4
  MCL1 BIM primary: 2
  Efflux pump mplx: -0.1

High-throughput results: PubChem, several laboratories
